SV40 large T antigen: SV40 large T antigen inhibitors, biochemical (AID 1903) | SV40 large T antigen ATPase/helicase inhibition assay; higher % means a stronger effect | inhibition, % at 20 µM, or IC50 in µM where a hit was titrated | 310,000 compounds, 0.39% hits; in the data active means a potency from the dose series; inconclusive means inhibition mostly from about 32% at the one dose, without a potency; inactive means the rest, 99 in 100 with inhibition below about 32%; further: strong numbers were not always called active
NTR1 agonist: NTR1-driven beta-arrestin-GFP spot formation – imaging, U2OS cells, high content, primary screen (AID 493036) | P30989 | agonist mode | activation, % at 20 µM | 330,000 compounds, 0.17% hits;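 active means activation at or above 40% of the spot to cytoplasm intensity ratio, with at least 20 cells analyzed; inconclusive means wells under 20 cells, flagged as cytotoxic or low count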;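 further: 0% = DMSO without peptide and 100% = 100 nM NTR1 peptide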
Target sequence (P30989 whole entry, looked up): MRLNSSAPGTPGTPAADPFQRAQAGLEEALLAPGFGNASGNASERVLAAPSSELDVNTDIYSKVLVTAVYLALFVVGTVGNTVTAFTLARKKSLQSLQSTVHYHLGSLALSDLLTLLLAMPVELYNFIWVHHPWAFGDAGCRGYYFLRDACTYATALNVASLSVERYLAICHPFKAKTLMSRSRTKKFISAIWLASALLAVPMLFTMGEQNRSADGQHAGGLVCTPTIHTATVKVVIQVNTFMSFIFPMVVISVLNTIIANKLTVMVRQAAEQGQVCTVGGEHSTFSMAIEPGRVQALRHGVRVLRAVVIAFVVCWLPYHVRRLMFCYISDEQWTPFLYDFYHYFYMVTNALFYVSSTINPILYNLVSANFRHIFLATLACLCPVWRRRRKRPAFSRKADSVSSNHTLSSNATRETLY
MgcRacGAP inhibition: MgcRacGAP GTPase-activating activity inhibitors, confirmation, biochemical, ADP Hunter fluorescence; MgcRacGAP-stimulated Rac1 GTP hydrolysis, ADP Hunter fluorescence; higher % means a stronger effect; GST-tagged Rac1 F28L mutant substrate; inhibition, % at 30 µM, or IC50 in µM where a hit was titrated; 340,000 compounds, 0.6% hits;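 active means first-screen hits whose inhibition reached a set limit at any dose in the follow-up dose series; inconclusive means inhibition above the set first-screen limit but never retested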;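 further: fluorescence reports GDP produced by GAP-driven GTP hydrolysis; strong numbers were not always called active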
West Nile antiviral: inhibition of WNV-induced cytopathic effect – cell-based, CPE readout (AID 1621). West Nile virus-infected cells, CPE inhibition; higher % means a stronger effect. CPE inhibition, % at 10 µM, or IC50 in µM where a hit was titrated. 290,000 compounds, 0.02% hits; in the data active means a potency from the dose series; inconclusive means CPE inhibition mostly from about 3.7% at the one dose, without a potency; inactive means the rest, 99 in 100 with CPE inhibition below about 2.2%; further: strong numbers were not always called active
RSV antiviral HEp-2: inhibition of RSV-induced cytopathic effect – HEp-2 cells, primary 10 µM value included (AID 2391); HEp-2 cells, RSV-induced CPE inhibition; higher % means a stronger effect; CPE inhibition, % at 10 µM; hits with a dose series show IC50 in µM; 310,000 compounds, 0.13% hits; in the data active means a potency from the dose series; inconclusive means CPE inhibition mostly from about 23% at the one dose, without a potency; inactive means the rest, 99 in 100 with CPE inhibition below about 21%; further: strong numbers were not always called active
SIAH1 antagonists: blockers of Siah-1 interaction with plectin peptide – biochemical, fluorescence polarization, rhodamine-plectin, uHTS, primary screen (AID 1817); Siah-1 / rhodamine-plectin peptide fluorescence polarization; higher % means a stronger effect; one-dose displacement, % at 20 µM; IC50 in µM for titrated hits; 290,000 compounds, 0.02% hits;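 active means displacement of at least 50% at 20 µM, with a fluorescence ratio check between 0.3 and a set limit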;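 further: plate controls were Siah plus tracer with DMSO for no effect and tracer alone without Siah for full effect; strong numbers were not always called active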
AID2073: inhibitors of Mint1-CaV2.2 protein interaction, biochemical, HTRF (AID 2073); 290,000 compounds, 0.19% hits; inhibition, % at 20 µM, or IC50 in µM where a hit was titrated; HTRF protein-protein interaction, Mint1-CaV2.2; higher % means a stronger effect; in the data active means inhibition mostly above about 51%, no sharp cut-off; inconclusive means no clear call, values can overlap the other calls; inactive means mostly below about 53%; further: some results filed as inactive read as strong as hits
Dengue-2 NS5 capping: Dengue-2 NS5 methyltransferase inhibitors, primary screen, biochemical, confirmation dose response (AID 588689) | Dengue-2 NS5 methyltransferase capping enzyme assay, biochemical; higher % means a stronger effect | one-dose inhibition, % at 25 µM; IC50 in µM for titrated hits | 340,000 compounds, 0.3% hits; in the data active means a potency from the dose series; inconclusive means inhibition above about 29% without an active follow-up result
K1F lysis inhibition: protection from phage-mediated lysis, alamar blue read-out – E. coli UTI89, K1F phage, bacterial capsule biogenesis inhibitors (AID 488966) | E. coli UTI89 K1F phage lysis, alamar blue, 2 h; higher % means a stronger effect | inhibition, % at 100 µM; hits with a dose series show IC50 in µM | 340,000 compounds, 0.02% hits;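 active means phage lysis inhibition, versus mean bacterial control, above a set limit; inconclusive means no clear call, values can overlap the other calls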;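 further: capsule biogenesis inhibitors block K1F phage lysis so surviving cells raise fluorescence; higher fluorescence means more inhibition of phage lysis; actives were called in the ten point dose series up to 300 µM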
NTR1 agonist cell count 20 µM: second read-out of NTR1 agonist, no call of its own (marks repeat the call); cell count; measured here: cell count, cytotoxicity flag
Dengue-2 NS5 capping pilot replicate: recorded beside Dengue-2 NS5 capping, whose call it bears; inhibition, %; measured here: pilot screen replicate inhibition
* marks the source's active call; other numbers are inactive results; u = inconclusive; x = not tested or not shown; [ ] = another dose, or the depositor's remark.

SMILES	SV40 large T antigen	NTR1 agonist	NTR1 agonist cell count 20 µM	MgcRacGAP inhibition	West Nile antiviral	RSV antiviral HEp-2	SIAH1 antagonists	AID2073	Dengue-2 NS5 capping	K1F lysis inhibition	others
O=C(Cn1cc(/C=N/NC(=O)c2cccc(C(F)(F)F)c2)c2ccccc21)Nc1ccc(F)cc1	16%	13	54	7%	u	4.5%	-5%	14%	1%	0.4%
CCC(CC)C(=O)Nc1nnc(SCC(=O)NC2CCCCC2)s1	7%	-0.8	50	3%	-0.6%	1.7%	0%	18%	-4%	0.3%
C/C(CC(=O)NC(C)C)=N\NC(=O)COc1cc(C)c(Br)cc1Br	27%	4.9	77	-19%	0.1%	4.1%	-1%	0%	-6%	3.1%[50 µM]
Cc1cc(NC(=O)CSc2nncc(=O)n2N)no1	0%	-0.9	43	6%	0.1%	2.4%	-5%	8%	-2%	0.0%
Cc1ccc(-c2nc(CS(=O)(=O)CC(=O)NCCN3CCCC3)c(C)o2)cc1	8%	-1.4	59	1%	-0.4%	1.3%	2%	u	-5%	0.1%
O=C(Nc1ccccc1Cl)NC1(C(=O)NCCCN2CCOCC2)CCCCC1	-3%	-0.8	48	5%	0.2%	0.5%	1%	3%	0%	-1.2%
O=C(/C=C/c1ccc([N+](=O)[O-])cc1)c1cccs1	10%	1.8	63	2%	-0.7%	-1.1%	17%	12%	-2%	0.5%
CN(c1ccccc1)S(=O)(=O)c1cccc(C(=O)NNC(=O)c2ccccc2)c1	7%	0.0	56	-1%	-1.4%	2.8%	-1%	-9%	-2%	0.2%
CC(=O)c1ccc(NC(=S)Nc2ccc3[nH]c(=O)[nH]c3c2)cc1	10%	-0.4	39	48%	0.4%	0.3%	-6%	-21%	-9%	-0.5%
Cc1ccc(C)c(C(=O)COC(=O)c2cccc(N3C(=O)c4c(C)nc5ccccc5c4C3=O)c2)c1	23%	5.2	76	2%	-0.6%	2.5%	6%	21%	4%	4.7%
O=C(CSC1=NS(=O)(=O)c2cc(F)ccc2N1)Nc1ccccc1F	5%	-1.1	55	-7%	x	-0.6%	x	x	1%	1.0%[50 µM]
O=C(Cc1ccccc1)NCCCc1ccccc1	11%	0.1	50	-12%	0.5%	1.6%	-2%	13%	-2%	-0.3%
O=C(O)c1ccc(S(=O)(=O)c2ccccc2)cc1	0%	-1.8	87	2%	1.4%	0.6%	-1%	4%	-6%	0.0%
CC(C)CC(=O)NC1(C(F)(F)F)C(=O)N(Cc2ccccc2)C2=C1C(=O)CC(C)(C)C2 (stereo not drawn)	16%	0.5	63	7%	-0.7%	-1.0%	1%	0%	-6%	0.4%	Dengue-2 NS5 capping pilot replicate=-6.4
CCC(C)NCCOc1cccc(Br)c1 (stereo not drawn)	0%	1.5	59	25%	-0.7%	0.1%	1%	-10%	3%	3.4%
Cc1cc(=O)[nH]c2ccc(S(=O)(=O)NCc3ccccc3)cc12	8%	0.1	44	8%	-0.6%	0.4%	-1%	19%	-7%	2.3%[50 µM]
COc1ccc(OC)c(NC(=O)Nc2ccccc2C)c1	3%	2.6	39	-1%	0.7%	3.6%	-5%	-2%	-7%	6.8%
O=C1NC(=O)C2(COC(c3ccncc3)OC2)S1 (stereo not drawn)	5%	0.9	78	9%	1.1%	-0.2%	0%	12%	-3%	0.1%
Cc1ccc(S(=O)(=O)n2nc(OC(=O)c3cccc(F)c3)cc2N)cc1	12%	1.2	51	3%	0.0%	0.4%	-2%	-50%	-6%	0.0%
Nc1c(Cl)cc(-c2csc(NC(CO)c3nc4ccccc4n3CCOCCO)n2)cc1Cl (stereo not drawn)	16%	-3.1	106	4%	0.1%	-2.5%	x	x	3%	-0.6%
S=c1[nH]c(-c2ccc(Br)cc2)cn1CCc1ccccc1	1%	1.4	87	6%	-0.4%	0.4%	-3%	16%	-5%	0.4%
Cc1cc(C)n2nc(SCc3nnc(-c4cccs4)o3)nc2n1	12%	0.7	63	-7%	-0.9%	-0.6%	2%	6%	-1%	-0.2%
COc1ccc(OC)c(CNC(=O)CCn2nc(C)c3c(C)n(-c4ccccc4)nc3c2=O)c1	15%	0.9	73	8%	1.9%	1.5%	2%	12%	-5%	0.1%
Cc1ccc(-c2noc(CCCC(=O)Nc3cccnc3)n2)cc1	-1%	-0.9	84	5%	0.0%	6.2%	4%	u	-7%	0.5%
Cc1cc(N2CCN(C)CC2)nc2ccc(NC(=O)CCC(=O)NCc3ccco3)cc12	-1%	0.1	97	6%	0.7%	-2.4%	-2%	1%	-5%	0.8%
CCOC(=O)N1CCN(c2c(NCc3ccc(F)cc3)c(=O)c2=O)CC1	18%	0.2	70	6%	0.1%	1.0%	4%	0%	-3%	0.2%
Brc1c(CSc2nncc3ccccc23)nc2ccccn12	6%	2.0	20	7%	0.7%	-0.1%	3%	-8%	-2%	0.1%
C/C(=N\NC(=O)CCC(=O)NCc1ccccc1)c1ccco1	22%	-0.3	73	5%	-0.2%	1.0%	2%	-9%	1%	-0.1%
O=C(NC(=S)Nc1ccc(Oc2ccccc2)cc1)c1ccc(Cl)cc1	19%	1.5	50	1%	0.0%	-0.7%	5%	-9%	-1%	2.5%
COc1ccc(N2CCN(C(=O)CNC(=O)Cn3c(C)cc4ccccc4c3=O)CC2)cc1	23%	0.0	84	3%	-0.5%	0.8%	0%	-1%	-8%	0.1%
CCN(CC)C(=S)SCC(=O)c1c(C)[nH]c2ccccc12	8%	0.8	52	0%	-1.0%	15%	3%	5%	6%	-1.6%
Cc1cccc(-c2nc(CS(=O)CC(=O)NCCCSC3CCCCC3)c(C)o2)c1 (stereo not drawn)	4%	1.3	61	9%	-0.8%	12%	-3%	-3%	-4%	-0.9%	Dengue-2 NS5 capping pilot replicate=-5.0
Cc1ccc(S(=O)(=O)N2CCOCC2)cc1C(=O)OCCOc1cccc(Cl)c1	9%	2.4	60	3%	x	-1.8%	x	x	-8%	0.8%[50 µM]
O=C(NNC(=O)c1ccccc1Cl)c1csc(N2CCOCC2)n1	7%	2.0	57	9%	x	-0.5%	x	x	2%	0.3%[50 µM]
CCC1CCCCN1C(=O)N[C@@H](CCSC)C(=O)OC (stereo partly drawn)	0%	-1.1	36	11%	0.1%	2.5%	5%	1%	3%	1.5%
CC(NS(=O)(=O)c1ccc(Br)cc1)C(=O)Nc1nc2ccccc2[nH]1 (stereo not drawn)	x	0.2	59	3%	x	1.4%	x	x	5%	-1.1%
Cc1cccc(N(CC(=O)NCc2ccccc2)C(=O)Cn2nnc(-c3ccc(C)o3)n2)c1	16%	1.4	78	0%	-0.6%	-0.2%	-1%	-1%	-3%	5.7%
COC(=O)c1cn(NC(=O)c2cc(OC)c(OC)c(OC)c2)c(=O)c2ccccc12	0%	-1.8	82	1%	1.1%	-0.2%	-4%	1%	2%	0.0%
Cc1csc(CNC(=O)CC2C(=O)NCCN2Cc2ccc(F)cc2Cl)n1 (stereo not drawn)	23%	0.6	65	4%	0.1%	0.9%	6%	48%	-8%	-0.2%
O=C(Cc1ccc(Br)cc1)Nc1cccc(-c2cn3c(n2)SCC3)c1	-5%	8.7	30	3%	-1.2%	1.5%	0%	20%	0%	1.1%
COc1ccccc1-c1noc(CCCC(=O)NC2CCCCC2)n1	30%	1.0	61	1%	-1.1%	1.1%	-5%	4%	-2%	-0.3%
O=C(O)[C@H]1CCCC[C@H]1C(=O)NCCNC(=O)[C@@H]1CCCC[C@@H]1C(=O)O	5%	1.8	65	5%	-0.9%	0.4%	-2%	9%	-4%	1.3%
CCOC(=O)C(C(=O)OCC)N(C#N)c1nc(SC)nc(N(C)C)n1	0%	1.2	52	6%	-0.5%	-0.3%	5%	14%	0%	0.8%
CCC(CC)C(=O)Nc1cccc(C(=O)Nc2ccc(S(N)(=O)=O)cc2)c1	2%	1.5	60	1%	0.5%	-0.4%	1%	2%	-7%	-1.1%
Cc1nnc(SCC(=O)NCCC2=CCCCC2)[nH]c1=O	x	0.5	72	8%	x	x	x	x	3%	0.3%[50 µM]
CSc1nc2nc(C(F)(F)F)cc(-c3ccccc3)n2n1	0%	4.1	50	7%	1.0%	2.5%	0%	19%	-2%	1.0%
CCC(=O)c1ccc(OC(C)C(=O)NC2(C#N)CCCCC2)cc1 (stereo not drawn)	-4%	-1.2	57	2%	-0.4%	-2.4%	-1%	10%	-1%	0.1%
COc1ccc(/C=N/N2CCN(Cc3ccc(C)cc3)CC2)cc1Br	6%	2.1	39	19%	-1.2%	8.8%	-1%	3%	x	1.5%
COC(=O)c1nn(-c2ccc(OC)cc2)c(=O)cc1O	4%	0.7	44	-3%	-0.3%	-0.6%	1%	-8%	5%	0.0%
CCCNCC1C(Oc2ccc(Cl)cc2)C(=O)N1c1ccccc1C (stereo not drawn)	12%	1.9	47	5%	-1.7%	8.2%	-2%	2%	-3%	0.3%[50 µM]
The results go on.
SMILES	SV40 large T antigen	NTR1 agonist	NTR1 agonist cell count 20 µM	MgcRacGAP inhibition	West Nile antiviral	RSV antiviral HEp-2	SIAH1 antagonists	AID2073	Dengue-2 NS5 capping	K1F lysis inhibition	others
Cc1ccc(CCNC(=O)C2CC(=O)N(C3CCCCC3)C2)cc1 (stereo not drawn)	3%	0.1	25	4%	0.2%	0.9%	-3%	10%	0%	0.2%
CCN(CC)S(=O)(=O)c1ccc(C(=O)NNC(=O)C2COc3ccccc3O2)cc1 (stereo not drawn)	x	1.2	53	0%	x	x	x	x	4%	0.5%[50 µM]
O=C(NCCOc1ccccc1F)Nc1ccc(Br)cc1	5%	-2.3	28	-1%	0.1%	-0.4%	3%	12%	-11%	0.2%
Cc1cc(C(=O)Nc2sc(C)c(C)c2C#N)c(C)o1	9%	1.7	71	5%	-0.7%	-0.8%	2%	30%	2%	4.8%
COc1ccc(CN2CCN(CC3CC3)CC2CCO)c(C)c1C (stereo not drawn)	6%	-0.9	67	-4%	-1.4%	1.6%	3%	13%	-3%	0.0%	Dengue-2 NS5 capping pilot replicate=1.5
CCc1ccccc1NC(=O)CCCSc1nc2ccccc2s1	5%	-0.9	94	-1%	-0.3%	1.0%	2%	-4%	x	0.7%
